# Screening data (PubChem)
# BCLXL inh = Bcl-xL (human) inhibition; GST-Bcl-xL / FITC-Bim BH3 peptide fluorescence polarization; inhibition, % at 10.9 µM; 320,000 compounds, 0.7% hits;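 active means inhibition above the mean of all tested compounds plus 3 SD, cutoff set per campaign, cut at about 30% in these data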;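 further: 0% = DMSO wells and 100% = unlabeled Bim-BH3 peptide competitor; inhibitors lower millipolarization by displacing the labeled peptide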
# Target sequence (Q07817 whole entry, looked up): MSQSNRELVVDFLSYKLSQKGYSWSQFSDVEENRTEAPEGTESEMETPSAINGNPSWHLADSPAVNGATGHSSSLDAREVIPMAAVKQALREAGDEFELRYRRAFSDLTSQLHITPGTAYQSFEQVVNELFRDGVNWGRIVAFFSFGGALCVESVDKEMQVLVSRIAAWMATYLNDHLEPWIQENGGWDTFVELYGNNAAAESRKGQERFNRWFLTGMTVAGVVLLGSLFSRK
# GLD-1 TGE inh = GLD-1-TGE RNA interaction inhibition (C. elegans). purified GLD-1 + fluorescein TGE RNA, fluorescence polarization. inhibition, % at 5.96 µM. 320,000 compounds, 0.44% hits. AID 2280;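 active means percent inhibition above a per-plate cutoff, the plate mean of test compounds plus 3 SD, cut at about 30% in these data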;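 further: 0% = DMSO wells with GLD-1 and probe and 100% = wells lacking GLD-1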
# CIT2 TOR yeast = modulators of TOR pathway CIT2-GFP in S. cerevisiae; GFP response vs DMSO, % at 10 µM; 320,000 compounds, 0.065% hits; AID 2029; S. cerevisiae CIT2-GFP strain, flow cytometry, 3 h; 100 means same as DMSO wells;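 active means GFP response relative to DMSO above a set limit, near the screen mean plus 3 SD, cut at about 150% in these data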;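 further: ratio of well median GFP fluorescence to mean of DMSO wells on the plate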
# Fam108B inh = Fam108B inhibition, counter-screen for RBBP9 inhibitors. recombinant Fam108B, FP-Rh probe fluorescence polarization. inhibition, % at 9.51 µM. 300,000 compounds, 0.33% hits;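 active means inhibition above the screen mean inhibition plus 3 SD, computed separately per campaign, cut at about 18% in these data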;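 further: inhibitors lower polarization as less probe binds the enzyme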
# MEX-5 binding = C. elegans MEX-5 TCR-2 RNA binding activity | MEX-5/FITC-TCR2 RNA binding, fluorescence polarization; hits give low values | Q9XUB2 | activity score (negative = inhibition of binding), % at 10 µM | 300,000 compounds, 0.38% hits;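 active means inhibition past about -25% in most replicates, and total fluorescence under double the plate's negative control median, limit read from the data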;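 further: 0% = DMSO and -100% = 5 µM competing unlabeled TCR2 RNA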
# GRK2 aptamer HTS = inhibitors of human GRK2 displacing RNA aptamer; P25098; bead flow cytometry, FAM-aptamer displacement from GRK2; inhibition of aptamer binding, % at 10 µM; 330,000 compounds, 0.59% hits;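 active means inhibition of aptamer binding above 40%, roughly 3 SD of noise, on plates passing a quality check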;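 further: median bead fluorescence of bound FAM aptamer so fluorescent compounds give negative values; no value below 0 was filed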
# Target sequence (P25098 whole entry, looked up): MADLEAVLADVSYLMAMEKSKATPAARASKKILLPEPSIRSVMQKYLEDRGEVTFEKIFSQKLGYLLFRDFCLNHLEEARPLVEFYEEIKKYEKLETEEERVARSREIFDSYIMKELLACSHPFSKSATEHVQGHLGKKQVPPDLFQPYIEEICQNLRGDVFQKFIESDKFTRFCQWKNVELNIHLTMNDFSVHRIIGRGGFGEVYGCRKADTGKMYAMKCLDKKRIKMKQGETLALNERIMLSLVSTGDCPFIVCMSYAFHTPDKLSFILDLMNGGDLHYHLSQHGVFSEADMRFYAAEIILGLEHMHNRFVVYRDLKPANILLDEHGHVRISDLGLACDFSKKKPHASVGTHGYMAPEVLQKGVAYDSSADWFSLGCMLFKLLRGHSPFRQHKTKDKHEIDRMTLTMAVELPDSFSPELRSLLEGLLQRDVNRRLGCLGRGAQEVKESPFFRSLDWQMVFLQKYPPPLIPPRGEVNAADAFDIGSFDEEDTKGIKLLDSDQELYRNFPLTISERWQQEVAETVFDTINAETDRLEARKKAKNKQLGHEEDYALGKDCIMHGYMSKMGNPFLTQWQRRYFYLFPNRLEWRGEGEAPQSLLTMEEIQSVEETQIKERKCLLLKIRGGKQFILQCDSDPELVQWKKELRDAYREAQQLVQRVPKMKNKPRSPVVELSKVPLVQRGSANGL
# VLA-4 inh = inhibition in a human VLA-4 binding assay; P13612; VLA-4 expressing cells, ligand binding flow cytometry; inhibition, % (about 7 µM as worked out from the volumes in the protocol); 330,000 compounds, 0.2% hits; AID 2557; in the data active means inhibition above about 50%
# AGP1-GFP MLPCN = modulators of TOR pathway AGP1-GFP in S. cerevisiae | GFP response vs DMSO, % at 10 µM | AID 2066 | 320,000 compounds, 0.02% hits | S. cerevisiae AGP1-GFP multiplex flow cytometry, 3 h; GFP as percent of DMSO wells;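 active means GFP response relative to DMSO above a set limit, near screen average plus 3 SD, cut at about 150% in these data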;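 further: median GFP channel fluorescence of the gated AGP1 strain per well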
# MCL1 BIM primary = disrupts human MCL1 binding to BIM-BH3 peptide. Q07820. GST-MCL1 / FITC-Bim-BH3 fluorescence polarization. inhibition, % at 10.9 µM. 320,000 compounds, 0.68% hits;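 active means inhibition above the mean inhibition of all tested compounds plus 3 SD, set per campaign, cut at about 40% in these data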;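 further: 0% = DMSO wells and 100% = unlabeled Bim-BH3 peptide control; higher means more loss of mP so more displacement of Bim peptide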
# Active calls of the source: *; / = no result given.
SMILES,BCLXL inh,GLD-1 TGE inh,CIT2 TOR yeast,Fam108B inh,MEX-5 binding,GRK2 aptamer HTS,VLA-4 inh,AGP1-GFP MLPCN,MCL1 BIM primary
O=C1CC(C(=O)N2CCN(c3ccc(F)cc3)CC2)CN1CCc1ccccc1 (centres undefined),3,0,90,2,-0.3,2,-2,103,4
O=C(Nc1cnn(Cc2ccc(Cl)cc2)c1)c1cccs1,3,2,98,-6,-1.4,5,7,101,6
C(=N\Nc1nc2ccccc2s1)/c1ccco1,-2,-1,81,5,0.7,0,9,80,5
O=C(NC(C(=O)c1ccccc1)n1c(=O)cc[nH]c1=S)c1ccccc1 (centres undefined),1,0,76,5,2.6,0,2,78,5
Cc1ccccc1-n1ncc2c(SCC(=O)NC3CCCC3)ncnc21,4,-4,100,0,-1.1,2,-22,102,6
CC(=O)c1cc(F)c(N2CCN(c3ccc([N+](=O)[O-])cc3F)CC2)cc1C,-4,-3,110,4,0.9,0,-1,107,-3
O=C(CCS(=O)(=O)c1ccccc1)Nc1ccc(S(=O)(=O)Nc2nccs2)cc1,/,0,95,/,/,2,-1,97,/
CCOC(=O)c1oc2cc(C)cc(C)c2c1C,4,2,101,-3,4.0,0,-20,108,4
CC(=O)c1ccc(OCCCC(=O)N2CCN(S(=O)(=O)c3cccs3)CC2)cc1,0,2,103,-2,-0.1,0,11,104,-13
COCCNC(=O)c1c(N)n(CCC2=CCCCC2)c2nc3ccccc3nc12,50*,38*,117,8,-3.8,0,-28,93,52*
COc1ccc(C(=O)NCCSCc2ccco2)cc1OC,5,5,101,-4,-0.7,0,-1,104,8
O=C(NC1CC1)c1c[nH]c2ccc(S(=O)(=O)Nc3cccc(C(F)(F)F)c3)cc2c1=O,6,-1,96,-2,-1.1,5,2,92,4
CCc1nnc(NC(=O)C2CCN(c3nc(C)cc(C)n3)CC2)s1,8,-1,106,-1,1.3,0,1,108,7
O=C(NCCC1=CCCCC1)C1CCN(S(=O)(=O)c2cnc[nH]2)CC1,10,-2,115,4,0.1,1,4,91,5
CC(C)Oc1ccc(C(=O)NC2CCN(Cc3ccccc3)CC2)cc1,2,3,106,-3,1.4,0,13,99,3
O=C(NC(=O)c1c(F)cccc1F)Nc1ccccc1SC(F)F,2,6,88,-5,1.6,0,9,93,2
CC(C)C(=O)NC(c1ccco1)c1c(O)ccc2ccccc12 (centres undefined),6,7,104,8,-1.8,1,12,104,9
COc1ccc(N2C(=O)CC(N3CCN(c4ccccc4OC)CC3)C2=O)cc1 (centres undefined),6,0,99,-4,0.8,0,8,96,4
COc1ccc(N2CC(O)=C(c3nc4ccccc4s3)C2=N)cc1,5,-5,109,2,2.1,5,10,101,0
CCC(OC(=O)c1cccs1)C(=O)NCc1ccc(C)cc1 (centres undefined),2,4,94,-3,2.4,0,-2,87,9
COc1ccccc1NC(=O)N1CCN(c2ccccc2F)CC1,0,2,/,-4,-1.9,0,0,98,-3
CN(C(=O)COC(=O)Cc1c(Cl)cccc1Cl)c1c(N)n(Cc2ccccc2)c(=O)[nH]c1=O,-7,0,105,1,-0.6,0,11,110,-25
O=C(CCSCCC(=O)NCc1ccco1)NCc1ccco1,14,5,95,3,-0.5,2,-8,97,21
Cc1c(N)c(=O)n(-c2ccccc2)n1C,-3,9,74,3,/,0,11,82,-1
CCc1ccc(NC(=O)C2CCCN2S(=O)(=O)c2ccc3c(c2)n(C)c(=O)c(=O)n3C)cc1 (centres undefined),1,5,100,1,1.8,2,6,104,-5
CC(=O)N/C(=C/c1ccccc1)C(=O)NCCO,-1,1,/,9,1.2,1,6,108,5
COc1ccc(-c2nc3ccc(C)cn3c2NCc2ccccc2)cc1SC1CCCCC1,1,-7,76,1,-0.2,0,-5,90,-32
CCn1c(Cc2ccccc2)nnc1SCC(=O)Nc1ccc(N)cc1,-3,-2,80,6,-0.4,3,25,82,-1
CC(/C=N/NC(=O)c1cc(-c2ccccc2)nc2ccccc12)=C\c1ccco1,5,4,99,-22,2.9,0,8,94,6
N=c1c2c(-c3ccccc3)c(-c3ccccc3)n(Cc3ccco3)c2ncn1CCCN1CCOCC1,6,0,118,5,2.4,0,7,109,6
CCc1cc2c(=O)n(-c3ccccc3)c(SCC(=O)O)nc2s1,2,-3,100,-7,3.0,2,15,96,4
Cc1cc(C)c(C)c(OCC(=O)NCc2nc(-c3ccccc3)no2)c1,0,-3,94,2,1.6,0,5,96,0
CCOc1ccc(NC(=O)CSc2nnc(NC(=O)C3CC3)s2)cc1,2,0,100,0,0.0,2,10,99,2
CN1CCN(NC(=O)c2cccc(S(=O)(=O)N3CCCCCC3)c2)CC1,6,9,95,6,0.0,0,11,98,8
Cc1cc(C(=O)CSc2nnnn2-c2ccccc2)c(C)n1-c1ccc2c(c1)OCO2,-4,-8,106,-2,0.5,0,2,99,-5
CCN(CC)c1ccc(/C=N/OC(C)C(=O)Nc2ccc(C)cc2)cc1 (centres undefined),-5,0,86,5,4.6,4,11,95,-1
COc1ccc(N(C(=O)/C=C/c2ccc(OC)c(OC)c2)C2=CC3CCC(C2)N3C)cc1 (centres undefined),4,4,100,0,-0.7,0,33,103,-6
Cn1cc(C=C2C(=O)OC3(CCCCC3)OC2=O)c2ccccc21,8,2,93,3,2.8,/,-1,103,4
CCC1Oc2ccccc2N(CC(=O)NCCCN2CCCC2)C1=O (centres undefined),3,6,111,3,0.3,0,15,115,0
CS(=O)(=O)N1CCn2c1nc1ccccc12,6,-1,100,-1,0.1,0,7,103,-2

# Rewritten bar-delimited: entries from further up
mol | BCLXL inh | GLD-1 TGE inh | CIT2 TOR yeast | Fam108B inh | MEX-5 binding | GRK2 aptamer HTS | VLA-4 inh | AGP1-GFP MLPCN | MCL1 BIM primary
CCOc1ccc(NC(=O)CSc2nnc(NC(=O)C3CC3)s2)cc1 | 2 | 0 | 100 | 0 | 0.0 | 2 | 10 | 99 | 2
CN1CCN(NC(=O)c2cccc(S(=O)(=O)N3CCCCCC3)c2)CC1 | 6 | 9 | 95 | 6 | 0.0 | 0 | 11 | 98 | 8
Cc1cc(C(=O)CSc2nnnn2-c2ccccc2)c(C)n1-c1ccc2c(c1)OCO2 | -4 | -8 | 106 | -2 | 0.5 | 0 | 2 | 99 | -5
CCN(CC)c1ccc(/C=N/OC(C)C(=O)Nc2ccc(C)cc2)cc1 (centres undefined) | -5 | 0 | 86 | 5 | 4.6 | 4 | 11 | 95 | -1
COc1ccc(N(C(=O)/C=C/c2ccc(OC)c(OC)c2)C2=CC3CCC(C2)N3C)cc1 (centres undefined) | 4 | 4 | 100 | 0 | -0.7 | 0 | 33 | 103 | -6
Cn1cc(C=C2C(=O)OC3(CCCCC3)OC2=O)c2ccccc21 | 8 | 2 | 93 | 3 | 2.8 | / | -1 | 103 | 4

# The list goes on:
SMILES,BCLXL inh,GLD-1 TGE inh,CIT2 TOR yeast,Fam108B inh,MEX-5 binding,GRK2 aptamer HTS,VLA-4 inh,AGP1-GFP MLPCN,MCL1 BIM primary
Cc1cccc(N2C(N)=C(C#N)C(C#N)(C#N)C2c2ccccc2)c1 (centres undefined),2,3,109,3,2.4,0,0,106,-3
COc1ccc(C(=O)OCC(=O)NC(=O)NC2CCCC2)c(OC)c1,4,8,103,1,-0.6,0,2,95,7
O=C(NNS(=O)(=O)c1ccc(F)c(Cl)c1)c1cccc(S(=O)(=O)N2CCOCC2)c1,1,5,100,-3,-2.4,3,17,102,2
Cn1cnnc1SCC(=O)NC(=O)NC1CCCC1,1,3,104,0,-1.2,2,16,101,8
O=C(NCCCN1CCCC1=O)c1ccc2c(c1)ncn2C1CCCCC1,0,6,104,4,-0.5,0,10,106,-4
Cc1c(NC(=O)Nc2cc(F)c(F)cc2Cl)c(=O)n(-c2ccccc2)n1C,1,-2,103,0,0.0,1,23,116,-4
O=C(NCc1ccccc1)c1ccc(-c2ccccc2C(F)(F)F)o1,2,0,/,1,3.0,/,/,/,3
CN(C)CCOC(=O)Cc1ccc(Cl)cc1,1,1,99,1,1.5,3,12,103,-8
CCC(C)(C)C1CCc2c(sc(NC(=O)c3ccccc3C(=O)O)c2C#N)C1 (centres undefined),2,7,85,-2,-6.2,2,0,106,6
Nc1nnc(SCc2cc3c(cc2Cl)OCO3)s1,5,1,107,-2,1.1,0,-10,107,3

# A few values from above.
# O=C(NCCCN1CCCC1=O)c1ccc2c(c1)ncn2C1CCCCC1 in GRK2 aptamer HTS is entered as 0
# O=C(NNS(=O)(=O)c1ccc(F)c(Cl)c1)c1cccc(S(=O)(=O)N2CCOCC2)c1 in GRK2 aptamer HTS is entered as 3
# Cc1c(NC(=O)Nc2cc(F)c(F)cc2Cl)c(=O)n(-c2ccccc2)n1C in MEX-5 binding is entered as 0.0
# COc1ccc(C(=O)OCC(=O)NC(=O)NC2CCCC2)c(OC)c1 in Fam108B inh is entered as 1
# Cn1cnnc1SCC(=O)NC(=O)NC1CCCC1 in MEX-5 binding is entered as -1.2
# CN(C)CCOC(=O)Cc1ccc(Cl)cc1 in AGP1-GFP MLPCN is entered as 103
# CCC(C)(C)C1CCc2c(sc(NC(=O)c3ccccc3C(=O)O)c2C#N)C1 (centres undefined) in AGP1-GFP MLPCN is entered as 106

# Continued.
SMILES,BCLXL inh,GLD-1 TGE inh,CIT2 TOR yeast,Fam108B inh,MEX-5 binding,GRK2 aptamer HTS,VLA-4 inh,AGP1-GFP MLPCN,MCL1 BIM primary
Cc1oc(CC(C)C)cc1C(=O)NCCCC(=O)O,0,-6,93,2,1.1,1,13,105,-4
O=C(CSc1nnc(NC(=O)C2CCC2)s1)Nc1ccc(N2CCOCC2)cc1,2,-4,95,-1,-0.4,3,14,102,0
Cc1ccc(C(C(=O)NCc2ccco2)N(C(=O)CNC(=O)c2cccs2)c2c(C)cc(C)cc2C)cc1 (centres undefined),-2,-2,99,-4,1.6,4,2,109,-3
COc1ccc(/C=N/NC(=O)c2ccc3c(c2)OCCO3)cc1[N+](=O)[O-],3,-1,106,0,-1.7,0,8,106,0
CC(NC(=O)c1ccc(NS(C)(=O)=O)cc1)c1ccccc1 (centres undefined),5,8,100,0,-0.9,0,-1,98,5
O=C(NCc1ccccn1)c1cnc2sccn2c1=O,-4,2,88,-2,-1.1,0,4,98,9
COc1ccc(OC)c(NC(=O)CN2C(=O)C(C)N(c3ccc(C)cc3)C2=O)c1 (centres undefined),-2,0,98,/,/,5,12,100,-6
COc1ccc(Nc2nc(N3CCN(S(C)(=O)=O)CC3)nc3ccccc23)c(OC)c1,-2,8,100,-1,2.8,0,23,99,-5
Cc1ccc(C(=O)Nc2ncc3c(Cl)cccc3n2)cc1,6,-7,95,0,1.5,0,13,100,-1
CON/C=C(\C=Nc1ccc(F)cc1)c1ncc(C(F)(F)F)cc1Cl,0,5,101,4,0.8,1,4,95,3
COc1cc2c(cc1C=O)OC(C)C2 (centres undefined),4,14,98,4,-1.2,2,7,96,-2
COc1ccnc2c1c(=O)n(Cc1c(F)cccc1Cl)c(=O)n2C,-5,0,113,5,1.9,0,-12,111,3
c1ccc(OCc2nc3c4c(ncn3n2)-c2ccccc2CC42CCCC2)cc1,6,-2,107,1,2.2,1,7,107,10
COC(=O)c1cc(NC(=O)CN(C)C2CCS(=O)(=O)C2)cc(C(=O)OC)c1 (centres undefined),/,1,110,/,/,2,16,106,/
